Screening data from PubChem.
AI-2 QS modul = Vibrio harveyi AI-2 quorum sensing modulators, primary screen, JMH597 strain, luminescence/OD600 ratio; Vibrio harveyi JMH597 AI-2 luminescence/OD600 ratio, 9 h; stronger effect = lower value; strain lacks LuxN and CqsS sensors; 0 = neutral-control median; activity change, % at 7.5 µM; 0.4% of 300,000 active; in the data active = activity change below about -75%, passing the limit was not always enough; inconclusive = no clear call, values can overlap the other calls;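 also: luminescence divided by OD600 gain over 9 h not by final OD600 alone; inactives centre near 13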
MrgX1 PAM = positive allosteric modulators of MrgX1, primary screen, HEK293 cells, Fluo-4 calcium flux; Mas-related G-protein coupled receptor member X1 (Homo sapiens), Q96LB2; FDSS; stronger effect = higher value; B-score at 10 µM; 0.63% of 310,000 active; AID 588675, 2011;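 active = plate-corrected calcium response at least 3 library SD above typical, normal starting fluorescence, not activating the receptor alone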;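 also: compound read alongside a low EC10 to EC30 dose of BAM8-22 agonist; peak minus trough fluorescence over baseline measured at the second addition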
Target sequence (Q96LB2 whole entry, looked up): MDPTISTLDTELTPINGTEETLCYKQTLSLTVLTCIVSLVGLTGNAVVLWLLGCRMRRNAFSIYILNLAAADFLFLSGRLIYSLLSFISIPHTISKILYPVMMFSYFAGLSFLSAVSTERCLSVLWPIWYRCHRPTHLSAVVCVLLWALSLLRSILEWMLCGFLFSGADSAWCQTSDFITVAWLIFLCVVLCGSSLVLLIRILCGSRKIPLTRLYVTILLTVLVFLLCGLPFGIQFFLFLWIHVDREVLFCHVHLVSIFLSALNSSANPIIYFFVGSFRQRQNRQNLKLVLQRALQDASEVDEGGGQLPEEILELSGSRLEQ
PolyA inh = polyadenylation inhibitors in yeast reporter cells, primary screen, luminescence, S. cerevisiae. 0.02% of 300,000 active. calls only at 12 µM. AID 1875, 2009. S. cerevisiae SKY197-pL101 polyadenylation reporter, beta-gal luminescence; efflux-impaired pdr1/pdr3 knockout yeast; score 100 = 6 SD above DMSO;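 active = lowest replicate activity score at least 50, where 100 means six control SD above control mean; inconclusive = lowest score under 50 but half or more replicates reach 50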;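 also: yeast exposed to compound for 9 h at 30 °C; higher score means more reporter readthrough which indicates perturbed polyadenylation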
TRPC6 inh = mouse TRPC6 channel inhibitors, primary screen, cell-based, HEK293, membrane potential dye; Short transient receptor potential channel 6 (Mus musculus), Q61143; ACh-evoked depolarization; stronger effect = lower value; B-score at 10 µM; 1.1% of 310,000 active; AID 2553, 2010;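 active = B-score under library mean minus 3 SD, initial fluorescence not abnormally high, positive integrated signal ratio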;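 also: B-score derived from integrated fluorescence ratio over the kinetic read; more negative B-score means stronger inhibition of depolarization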
MrgX1 ag = agonists of human MrgX1 receptor, primary screen, HEK293 cells, Fluo-4 calcium flux | B-score at 10 µM | Fluo-4 calcium fluorescence, agonist mode; stronger effect = higher value | 0.44% of 310,000 active | AID 588627, 2011;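 active = calcium response B-score plate-corrected fluorescence ratio at least 3 library SD, with starting fluorescence B-score inside 5 SD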
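System: HEK293 cells stably expressing human MrgX1 receptor; Dosing: test compound in the initial addition of three; Schedule: overnight plating, then 30 min 37 °C plus 30 min room-temperature dye loading; Detection: kinetic calcium dye fluorescence, Fluo-4 NW; Controls: per-plate positive and negative controls for Z′ factor.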
TRPC4 act = activators of mouse TRPC4 channel, primary screen, Fluo4 calcium, HEK293 TRPC4beta/mu-opioid cells; Short transient receptor potential channel 4 (Mus musculus), Q9QUQ5; Fluo4 calcium fluorescence; stronger effect = higher value; B-score at 10 µM; 0.49% of 310,000 active;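 active = B-score above 5 SD of library B-scores, and initial fluorescence ratio not above library mean plus 5 SD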;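 also: positive B-score marks a calcium rise read as TRPC4 activation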
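System: HEK293 cells stably co-expressing mouse TRPC4beta and mu-opioid receptor; Schedule: Fluo4 dye loading 45 min at room temperature, 110 s recording; Detection: Fluo4 fluorescence, kinetic; Evaluation: B-scored integrated calcium fluorescence ratio; Controls: buffer (low) and maximal DAMGO (high).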
MrgX1 antag = antagonists of human MrgX1 receptor, primary screen, HEK293 cells, Fluo-4 calcium flux | Mas-related G-protein coupled receptor member X1 (Homo sapiens), Q96LB2 | BAM8-22 antagonism; stronger effect = lower value | B-score at 10 µM | 1.3% of 310,000 active | AID 588676, 2011;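 active = calcium-response B-score plate-corrected more than 3 library SD below zero, starting fluorescence within 5 deviations, no agonist response on first addition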;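 also: peak minus trough fluorescence over baseline after final BAM8-22 challenge near maximal dose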
TRPC4 potent = positive allosteric modulators of TRPC4, primary screen, cell-based, mouse TRPC4beta, HEK293 mu-opioid, Fluo-4 calcium; Short transient receptor potential channel 4 (Mus musculus), Q9QUQ5; DAMGO EC20, Fluo-4 Ca2+ flux; stronger effect = higher value; B-score at 10 µM; 0.42% of 310,000 active; AID 2227, 2009;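 active = B-score of calcium response area above 5 SD of library B-scores, with initial fluorescence ratio within 5 SD of library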;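 also: B-score of integrated fluorescence ratio over time as area under calcium response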
TRPC6 act = mouse TRPC6 channel activators, primary screen, cell-based, HEK293, membrane potential dye. Short transient receptor potential channel 6 (Mus musculus), Q61143. HEK293-TRPC6 membrane potential dye fluorescence; stronger effect = higher value. B-score at 10 µM. 0.13% of 310,000 active;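 active = B-score of the integrated fluorescence ratio above library mean plus 3 SD, and starting fluorescence ratio within library mean plus 5 SD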;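 also: higher score means more depolarization so channel activation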
TRPC4 block = inhibitors of mouse TRPC4 channel, primary screen, Fluo4 calcium, HEK293 TRPC4beta/mu-opioid cells | DAMGO-evoked Fluo4 calcium flux; stronger effect = lower value | B-score at 10 µM | 0.39% of 300,000 active | AID 2247, 2010;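 active = B-score over 3 SD under the library average, no early fluorescence shift, positive overall ratio signal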
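Material: HEK293 cells with stable TRPC4beta plus mu-opioid receptor expression / Probe or stimulus: DAMGO in two steps, submaximal then maximal / Compound: single concentration per test compound / Technique: kinetic Fluo4 fluorescence imaging of calcium influx / Read-out: per-well B score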
HIF act = HIF pathway transcriptional activators, primary screen, cell-based, U2OS HRE-luciferase, luminescence; U2OS HRE-luciferase reporter; normalized: DMSO 0%, desferrioxamine 100%; activation, % at 7.5 µM (by protocol); 0.32% of 300,000 active;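 active = mean activation of at least 10% of the iron chelator positive control signal, with at least half of replicates also reaching 10%; inconclusive = mean and replicate majority disagree about reaching 10%; inactive = mean and most replicates under 10%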
Starred values were filed as active, the others as inactive; i = inactive; ? = inconclusive; . = not tested or not shown. This is a subset (hit frequency here may not be typical).

Below each SMILES – AI-2 QS modul	MrgX1 PAM	PolyA inh	TRPC6 inh	MrgX1 ag	TRPC4 act	MrgX1 antag	TRPC4 potent	TRPC6 act	TRPC4 block	HIF act
Cc1cc(C)c(C#N)c(Oc2ccccc2Br)n1
  11	i	i	i	i	i	i	i	i	i	-0.2
Cc1ccc(N2CCN(C(=O)c3cc(COc4c(C)cccc4C)on3)CC2)c(C)c1
  29	i	i	i	i	i	i	i	i	i	0.0
COc1ccc(NC(=O)Cn2ccc3c(OC)cccc3c2=O)cc1
  -34	i	i	i	i	i	i	i	i	i	0.0
CCC(=O)Nc1ccccc1C(=O)OCC(=O)c1ccc2ccccc2c1
  39	i	i	i	i	i	-6.3*	i	i	i	0.4
COc1ccc(CN(C#N)c2nc(SC)nc(N(C)C)n2)cc1
  -4	i	.	i	i	i	i	i	i	i	.
CC1=C(C)CS(=O)N(c2ccc(S(N)(=O)=O)cc2)C1 (stereo not given)
  18	i	i	i	53*	i	i	i	i	i	-0.3
O=C(c1cccc(F)c1)N1CCc2ccccc21
  3	i	i	i	i	i	i	i	i	i	0.1
O=C(Nc1cc2c(cc1Cl)OCCCO2)c1ccc(F)cc1
  15	i	i	i	i	i	i	i	i	i	2.1
CCc1ccc(C(=O)Nc2ccc(S(=O)(=O)Nc3nc(C)cc(C)n3)cc2)o1
  14	i	i	i	i	i	i	i	i	i	0.0
COc1ccccc1C(=O)NNC1=NS(=O)(=O)c2ccccc21
  14	i	i	i	i	i	i	i	i	i	1.9
O=C(c1c(F)cccc1F)N1CCC(n2nnc3cc(C(F)(F)F)ccc32)CC1
  23	i	i	i	i	i	i	i	i	i	-2.7
COc1ccc(S(=O)(=O)N(CC(=O)NCc2ccncc2)Cc2ccccc2)cc1
  23	i	i	i	i	i	i	i	i	i	-0.1
O=S(=O)(c1ccc2c(c1)OCCO2)N1CCN(Cc2ccccc2)CC1
  20	i	i	i	i	i	i	i	i	i	-0.2
CC(C)(C)OC(=O)N1CCC[C@H]1C(=O)O
  30	i	i	i	i	i	i	i	i	i	-0.1
CC(NC(=O)CNC(=O)C1CCCCC1)c1ccc(S(N)(=O)=O)cc1 (stereo not given)
  21	i	i	i	i	i	i	i	i	i	0.1
COc1cc(N2Cc3ccccc3C2)ccc1C=O
  14	i	i	i	i	i	i	i	i	i	2.7
COc1cc2c(cc1OC)N1C(=O)CC(OCC(=O)O)C3C4CC5(CCN5C(=O)C4=O)C2C31 (stereo not given)
  20	i	i	i	i	i	-6*	i	i	i	-0.1
O=C(NCCCc1ccccc1)c1ccc(Br)o1
  -18	i	i	i	i	i	i	i	i	i	1.7
C=CCOC(=O)c1[nH]c2c(c1C)C(=O)CC(c1cc(OC)c(OC)c(OC)c1)C2 (stereo not given)
  -4	i	i	i	i	i	i	i	i	i	0.6
O=C(O)c1cc(-c2ccc(/C=C3\NC(=O)N(c4ccccc4)C3=O)o2)ccc1Cl
  31	i	i	i	i	i	i	i	i	i	0.0
O=[N+]([O-])c1ccc(Cl)c(NC2=NCCCCC2)c1
  18	i	i	i	i	i	i	i	i	i	0.1
CCN(CC)S(=O)(=O)c1ccc2oc(Nc3ccccc3)nc2c1
  3	i	i	i	i	i	i	i	i	i	4.3
CCC(C)NC(=O)CNC(=O)c1nn(-c2ccc(OC)cc2)c(=O)c2ccccc12 (stereo not given)
  14	i	i	i	i	i	i	i	i	i	0.5
Cc1cc(C)c(C#N)c(Oc2ccccc2)n1
  19	i	i	i	i	i	i	i	i	i	-0.4
Cc1cc(OCc2cc(C(=O)NCCN3CCCCC3CO)no2)cc(C)c1Cl (stereo not given)
  5	i	i	i	i	i	i	i	i	-7*	-0.1
O=c1c2cc(Cl)ccc2[nH]c(=S)n1Cc1cccs1
  30	i	i	i	i	i	i	i	i	i	-0.4
COc1ccccc1C(O)(C(=O)NN(C)c1ccccc1)c1ccccc1OC
  6	i	i	i	i	i	i	i	i	i	-0.3
Cc1ccc2cc(CCNS(=O)(=O)c3ccc(Cl)cc3)c(=O)[nH]c2c1C
  7	i	i	i	i	i	i	i	i	i	-0.1
COc1ccc(CSc2ncnc3sccc23)cc1F
  -21	i	i	i	i	i	i	i	i	i	-0.1
O=C(CN1C(=O)CCC1=O)NNc1ccc2ccccc2c1
  -5	i	i	i	i	i	i	i	i	i	.
Oc1c(C=C2N=c3ccccc3=N2)sc(=S)n1C1CCCC1
  23	i	i	i	i	i	i	i	i	i	1.4
CCn1c(CNc2cccc(C(F)(F)F)c2)n[nH]c1=S
  38	i	i	i	i	i	i	i	i	i	-0.5
CC(C)CNS(=O)(=O)c1ccc(OCC(=O)Nc2ccc3c(c2)OCO3)c(Cl)c1
  19	i	i	i	i	i	i	i	i	i	0.0
O=C(Nc1c(C(=O)N2CCOCC2)cnn1-c1ccccc1)c1ccccc1
  7	i	i	i	i	i	i	i	i	i	-0.2
O=C(OCc1nc2ccccc2s1)c1cccc(S(=O)(=O)N2CCOCC2)c1
  12	i	i	i	i	i	i	i	i	i	1.7
CC(Sc1nn(-c2ccc(Cl)cc2)c(=S)s1)C(=O)NCC1CCCO1 (stereo not given)
  -8	i	i	i	i	i	i	i	i	i	-33
CCOC(=O)CN1C(=O)N[C@@H](c2cccc(F)c2)C(C(=O)OC)=C1C
  -8	i	i	i	i	i	i	i	i	i	0.4
CSc1ccccc1C(=O)NCc1cccnc1
  -8	i	i	i	i	i	i	i	i	i	-0.2
CC(C)c1nc2ccccc2c2nnc(SCC(=O)NCc3ccco3)n12
  11	i	.	i	i	i	i	i	i	i	0.0
CN1CCN(S(=O)(=O)c2cc(Cl)c(Cl)cc2Cl)CC1
  -18	i	i	i	i	51*	i	i	i	i	-25
O=C(CCn1c(=O)c2ccccc2n(Cc2cccc([N+](=O)[O-])c2)c1=O)N1CCc2ccccc2C1
  12	i	i	i	i	i	i	i	i	i	-3.7
O=S(=O)(NCCc1csc(-c2ccccc2)n1)c1cccnc1
  -10	i	i	i	i	102*	i	i	i	i	-2.8
CCOC(=O)N1CCN(S(=O)(=O)c2ccc(C(=O)Nc3nnc(C)o3)cc2)CC1
  28	i	i	i	i	i	i	i	i	i	.
Cc1ccc(NC(=O)CSc2nnc(CNC(=O)c3ccccc3F)o2)cc1Cl
  22	i	i	i	i	i	i	i	i	i	-2.2
CN(CC(=O)Nc1ccccc1Br)C(=O)C1CCN(C(=O)c2ccc(Cl)cc2)CC1
  14	i	i	i	i	i	i	i	i	i	-0.7
CCOC(=O)CON1C(=O)C(=O)N(OCC(=O)OCC)C2CCCCC21 (stereo not given)
  43	i	i	i	i	i	i	i	i	i	-0.7
CN(CC(=O)Nc1c(Cl)cccc1Cl)C(=O)c1ccc2nc[nH]c2c1
  3	i	i	i	i	i	-7.1*	i	i	i	2.1
CCCc1ccc(Oc2cc(N3CCOCC3)nc(-c3ccccc3)n2)cc1
  8	i	.	i	i	i	i	i	i	i	0.1
Cc1ccc(C(=O)N/C(=C\c2cccc([N+](=O)[O-])c2)C(=O)NCc2ccncc2)cc1
  3	i	i	i	i	i	i	i	i	i	0.0
CCCCNC(=O)Nc1ccccc1Br
  1	i	i	i	i	i	i	i	i	i	-0.1
CC1CCC(NC(=O)c2cc3c(=O)n(C)c4ccccc4c3n2C)CC1 (stereo not given)
  10	i	i	i	i	i	i	i	i	i	1.2
CC(C)c1csc(CN2CCCC(CNC(=O)c3cccc4ccccc34)C2)n1 (stereo not given)
  34	i	i	i	i	i	i	i	i	i	0.8
CCn1c2ccccc2c2cc(CN3CCN(Cc4cc(OC)ccc4O)CC3)ccc21
  19	i	i	i	i	i	i	i	i	i	-0.4
O=C(Nc1ccc(N2CCN(C(=O)c3ccco3)CC2)cc1)c1cccc(F)c1
  17	i	i	i	i	i	i	i	i	i	1.6
O=C(NNC(=O)c1cccs1)c1cccnc1
  15	i	i	i	i	i	i	i	i	i	-0.3
CCCCN1C(=O)CC(C(=O)OCC)=C1C
  -4	.	i	i	.	i	.	i	i	i	-17
Cc1ccc(NS(=O)(=O)c2cc(C(N)=O)ccc2C)cc1
  13	i	i	i	i	i	i	i	i	i	-0.3
COc1ccc(CN(CC(=O)NCC2CCCO2)C(=O)CCC(=O)Nc2cc(C)ccn2)cc1 (stereo not given)
  8	.	i	i	.	i	.	i	i	i	-0.2
OC1OC[C@@H](O)[C@H](O)[C@H]1O (stereo not given in full)
  5	i	.	i	i	i	i	i	i	i	0.0
CC(CC(=O)O)n1nnc2ccccc21 (stereo not given)
  17	i	i	i	i	i	i	i	i	i	-0.4

(listing goes on)
Below each SMILES – AI-2 QS modul	MrgX1 PAM	PolyA inh	TRPC6 inh	MrgX1 ag	TRPC4 act	MrgX1 antag	TRPC4 potent	TRPC6 act	TRPC4 block	HIF act
Cc1ccc(-c2cc(C(F)(F)F)n3nc(C(=O)Nc4c(C)n(C)n(-c5ccccc5)c4=O)cc3n2)cc1
  0	i	i	i	i	i	i	i	i	i	?
CCOC(=O)N/N=C(\C)c1ccc(Br)cc1
  15	i	i	i	i	i	i	i	i	i	0.7
CCNC(=O)CN(c1ccc(C)cc1)S(=O)(=O)c1ccc(SC)cc1
  14	i	i	i	i	i	i	i	i	i	-0.5
Cc1nc(-c2ccc(Cl)cc2)sc1C1(C)CC(c2cccnc2)=NO1 (stereo not given)
  4	i	.	i	i	i	i	i	i	i	3.1
